zfTRPN1 agonist: activates the zebrafish TRPN1 channel; activation, % at 3 µM; HEK293 zebrafish TRPN1-YFP, Fluo-8 calcium fluorescence; 100% = response to 87 µM carbachol; 220,000 tested, 0.18% active; AID 1424;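 active = activation above its plate's cutoff, the mean activation of test wells on that plate plus 3 SD, cut at about 19% in these data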;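 also: 0% = DMSO alone and 100% = 87 µM carbachol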
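Assay system: Zebrafish TRPN1-YFP in HEK293 cells | Incubation: Dye loading 1 h at 37 °C, then 30 min room temperature | Measured by: Kinetic Fluo-8 fluorescence, ex 470-495, em 515-575 nm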
TNF death inh: TNF-alpha cell death inhibition in Jurkat FADD-/- cells | 220,000 tested, 0.068% active | Jurkat FADD-/- TNF necroptosis rescue, ATP luminescence, 24 h; 0 = TNF only, 100 = no-TNF cells | activation (protection from cell death), % at 10 µM;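 active = activation, meaning protection from cell death, of at least 50% relative to plate controls; inactive = activation below 50%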;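 also: necroptosis triggered by 40 ng/mL TNF-alpha added together with compound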
EBV gp42 block: EBV gp42 inhibition. Q1HVG2. Fluorescence polarization binding assay, mP read-out. 220,000 tested, 0.42% active. inhibition, % (tested at 21.74 µM); in the data active = inhibition above about 50%
TRPML3 ag: human mucolipin-3 channel agonism | AID 1448 | Q8TDD5 | HEK293 TRPML3-YFP, Fluo-8 calcium fluorescence; 100% = the carbachol control signal | activation, % at 3 µM | 220,000 tested, 0.29% active;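 active = activation above its plate's cutoff, the mean activation of the plate's test wells plus 3 SD, cut at about 12% in these data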;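 also: 0% = DMSO only wells and 100% = carbachol wells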
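Test system: HEK293 cells stably carrying human TRPML3-YFP; Doses: single dose, 3 µM final nominal compound, 0.3% DMSO final; Schedule: dye loading 1 h 37 °C then 30 min ambient, 125 s read; Technique: Fluo-8 calcium fluorescence; Benchmarks: high control carbachol 87 µM, low control DMSO.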
CHOP inhibitor: blocks CHOP induction under ER stress. 220,000 tested, 3.8% active. inhibition, % at 10 µM. AID 2732. CHO-K1 CHOP-promoter luciferase, tunicamycin-induced, 15-18 h;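 active = compounds that reduced the stress-induced luciferase reporter signal by more than about 70% of percent inhibition, limit read from the data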;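 also: 0% = tunicamycin plus vehicle and 100% = wells without tunicamycin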
MDM2 E3 inh: inhibitors of human Mdm2 E3 ubiquitin ligase. Q00987. signal enhancement, % at 5 µM. cell-based MDM2 ubiquitination luciferase reporter, 2 h; 0 = plate control, 100 = twice control, blank-subtracted. 210,000 tested, 0.11% active;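 active = signal enhancement of 30% or more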;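 also: luminescence tracks abundance of the self-degrading MDM2-luciferase fusion protein; higher signal means inhibition of MDM2 E3 ligase activity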
Target sequence (Q00987 whole entry, looked up, the tested form may be a part): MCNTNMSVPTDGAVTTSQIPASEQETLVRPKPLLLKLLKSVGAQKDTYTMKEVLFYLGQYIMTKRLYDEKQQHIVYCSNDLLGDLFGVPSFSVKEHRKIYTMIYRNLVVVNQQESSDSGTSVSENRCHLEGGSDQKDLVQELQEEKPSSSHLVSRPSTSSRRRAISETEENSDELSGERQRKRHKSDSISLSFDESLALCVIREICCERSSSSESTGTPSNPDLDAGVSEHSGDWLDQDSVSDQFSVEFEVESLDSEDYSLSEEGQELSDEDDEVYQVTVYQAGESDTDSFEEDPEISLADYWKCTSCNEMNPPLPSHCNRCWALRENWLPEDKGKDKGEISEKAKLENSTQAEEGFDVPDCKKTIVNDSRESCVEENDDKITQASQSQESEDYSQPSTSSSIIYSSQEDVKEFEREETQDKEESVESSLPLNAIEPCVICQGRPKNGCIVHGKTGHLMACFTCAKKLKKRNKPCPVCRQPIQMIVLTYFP
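test system = mammalian cells stably expressing self-ubiquitinating, self-degrading MDM2 E3–luciferase fusion | quantity = 2000 cells/well | incubation = cell settling 4 h, compound treatment 2 h, both 37 °C | signal = luminescence with SteadyLite reagent, 15 min at room temperature | evaluation = % enhancement relative to plate controls after blank subtraction | benchmarks = plate controls and plate blanks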
Runt-SMMHC FRET: Runt domain-CBFb-SMMHC interaction inhibition; Q01196+Q13951; inhibition, % at 20 µM; 220,000 tested, 0.74% active; AID 1434; Cerulean-Runt/Venus-CBFb-SMMHC FRET ratio 530/480, 1 h;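 active = mean inhibition across duplicate retests at 20 µM reaching about 50%, limit read from the data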;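 also: 0% = DMSO wells and 100% = wells with excess untagged CBFb-SMMHC; inhibitors lower the FRET ratio by blocking Runt binding to CBFb-SMMHC; some results filed as inactive read as strong as hits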
PPC-1+TRAIL kill: kills PPC-1 cancer cells in the presence of TRAIL | PPC-1 cells + TRAIL, ATPLite viability luminescence | cell killing (% activity), % at 4 µM | 220,000 tested, 0.41% active;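 active = cell killing above 50% in the first pass at 4 µM, then a duplicate retest at 5 µM averaging 50% or more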;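 also: plate controls were cells with TRAIL plus DMSO for no effect and medium-only wells lacking cells for full effect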
p47phox inh: inhibitors of human p47phox binding. P14598. 220,000 tested, 0.53% active. p47phox/p22phox peptide binding, fluorescence polarization, 2 h. inhibition, % at 24.7 µM;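 active = inhibition above about 30%, limit read from the data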;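 also: 0% = p47phox with labelled peptide and 100% = labelled peptide alone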
Target sequence (P14598 whole entry, looked up): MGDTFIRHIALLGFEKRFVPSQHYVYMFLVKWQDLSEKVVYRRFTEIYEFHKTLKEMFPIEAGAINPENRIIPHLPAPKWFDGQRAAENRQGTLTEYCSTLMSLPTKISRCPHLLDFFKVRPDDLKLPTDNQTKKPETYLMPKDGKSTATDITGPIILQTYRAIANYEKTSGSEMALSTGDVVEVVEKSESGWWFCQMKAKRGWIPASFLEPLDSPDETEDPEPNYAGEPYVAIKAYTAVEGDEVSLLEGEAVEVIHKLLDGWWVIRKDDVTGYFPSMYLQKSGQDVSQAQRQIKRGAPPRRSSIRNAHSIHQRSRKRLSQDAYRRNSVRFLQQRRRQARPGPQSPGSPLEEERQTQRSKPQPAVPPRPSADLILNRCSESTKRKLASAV
The depositor's hits bear a star; . = no result given. Random draw from the library. About 5.9% of those tested had a hit in this group.

SMILES	zfTRPN1 agonist	TNF death inh	EBV gp42 block	TRPML3 ag	CHOP inhibitor	MDM2 E3 inh	Runt-SMMHC FRET	PPC-1+TRAIL kill	p47phox inh
COc1ccnc(Oc2ccccc2)c1C(N)=O	0.4	0.4	-9	0.6	3	-14	0	15	1
Cc1ccc(NC(=O)COC(=O)/C=C/c2ccc(Br)o2)cc1S(=O)(=O)N(C)C	-0.1	0.6	-7	0.8	30	-4	-3	-10	-27
CCN(C(=O)COc1ccc(C)nc1[N+](=O)[O-])C1CCS(=O)(=O)C1 (configuration not stated)	-0.6	0.9	-15	0.9	36	-4	4	8	-3
NS(=O)(=O)c1ccc(NC(=O)c2c(F)cccc2Cl)cc1	2.9	-1.7	-8	1.6	-17	-9	-1	5	-12
COC(=O)c1ccc(NC(=S)Nc2ccc3ccccc3c2)cc1	-0.6	-1.6	-6	-0.1	-8	7	7	-10	-10
CCC(C)[C@H](NC(=O)N1CCN(c2cccc(C(F)(F)F)c2)CC1)C(=O)OC (some centres not stated)	-0.1	-1.3	-23	-0.2	81*	-3	-7	-26	2
CCC(C(=O)O/N=C(\N)c1cccc(C)c1)c1ccccc1 (configuration not stated)	-0.9	-0.6	-21	-0.1	12	-11	-4	23	-6
CCN(CC)S(=O)(=O)c1ccc(OC)c(NC(=O)CSc2ccccc2)c1	-0.8	-3.3	-15	-0.9	18	4	1	-1	-23
O=C(COc1ccc(Cl)cc1)Nc1ccc(Cc2ccncc2)cc1	7.0	-4.7	-7	3.1	35	-89	-3	11	6
Cc1cccc(NC(=O)CCCN2C(=O)c3ccccc3C2=O)n1	0.8	-1.3	-7	0.2	-14	-21	0	19	-4
CCOc1ccc(OCC)c(NC(=O)C2CCN(S(=O)(=O)c3c(C)[nH]c(=O)[nH]c3=O)CC2)c1	-0.7	0.5	4	0.3	18	-14	-2	0	2
Cc1ccccc1NS(=O)(=O)c1ccc(C)c(C(N)=O)c1	2.3	-2.9	-16	0.9	-15	-13	4	0	-14
COC(=O)[C@H](Cc1ccccc1)NC(=O)[C@@]1(C)C[C@@H]1[C@@H](NC(=O)OCc1ccccc1)c1ccccc1	0.5	0.4	-10	0.5	11	.	2	11	-17
CCN(Cc1ccccc1)C(c1ccc(C)cc1)c1nnnn1C(C)(C)C (configuration not stated)	1.9	-2.8	-19	0.9	59	-9	0	15	-1
O=C(CN(c1ccc(Cl)cc1)S(=O)(=O)c1ccc(Cl)c([N+](=O)[O-])c1)NCCc1ccccc1	-1.0	-2.5	1	0.9	3	.	-14	0	7
N/C(Cc1cccc2ccccc12)=N\OC(=O)c1cccs1	-0.5	1.1	30	0.2	10	-4	-3	8	-3
CSc1nc2c(c(=O)[nH]1)C(c1ccccc1Cl)CC(=O)N2 (configuration not stated)	-0.2	-0.5	-19	0.9	-20	-3	-1	3	-7
Nc1nc(SCC(=O)NCCCN2CCOCC2)nc2sc3c(c12)CCC3	-0.1	-2.4	-21	0.3	-20	-38	-5	22	-12
COCCNC(=O)Cn1cc(C(=S)N2CCOCC2)c2ccccc21	-0.2	-0.8	-5	0.0	6	1	-1	7	-5
CCN(CC)S(=O)(=O)c1ccc(C)c(NC(=S)N2CCN(Cc3ccc4c(c3)OCO4)CC2)c1	1.3	-5.9	6	2.0	45	-3	-4	8	-12
CCCCCCSc1nnc(N)s1	-1.9	-5.9	-8	-0.4	4	-10	2	-1	-14
Cc1ccc(-c2[nH]ncc2/C=N/n2c(COc3ccccc3C)nc3ccccc3c2=O)cc1	-1.1	0.8	-4	-0.6	100*	-24	3	3	16
O=C(COc1ccc(S(=O)(=O)NC2CCCCC2)cc1)Nc1ccc2c(c1)OCCO2	0.5	-1.1	-2	-0.5	26	-11	3	13	-18
CCCNC(=O)c1ccc2c(c1)CCN2S(C)(=O)=O	1.1	-0.9	13	0.7	-3	-14	-5	-5	-5
O=C1c2ccccc2C(=O)N1c1ccc(Cl)cc1	-1.8	-0.4	-12	0.2	24	-4	3	10	4
CC(C)(C)C(=O)Cn1c(NCCO)nc2ccccc21	-0.1	-1.4	3	0.7	10	-5	3	-3	11
CN1CCN(CCC(=O)N/N=C/C=C2\N(C)c3ccccc3C2(C)C)CC1	2.1	1.1	-9	0.9	6	1	5	-24	-38
O=c1c2c(nc3n1CCCCC3)sc1c(O)c(Br)ccc12	-0.9	0.9	-12	0.7	21	-15	13	43	-18
Cc1cc(N2CCOCC2)n2cc(-c3ccccc3)nc2n1	-0.9	0.0	-10	0.4	-24	-11	-2	2	-14
CCS(=O)(=O)N1CCC(C(=O)Nc2cccc(C(C)=O)c2)CC1	2.5	-0.2	-5	-0.3	73*	14	2	31	-4
CCOc1ccc(NC(=S)NNc2ccnc3cc(Cl)ccc23)cc1	1.1	-5.2	-7	0.0	-19	-4	6	9	-19
CCn1c(=O)c(C(=O)CN2CCCc3ccccc32)c(N)n(Cc2ccccc2)c1=O	6.9	1.8	4	1.3	97*	-1	-23	-11	-24
CCCCN(C(=O)c1cnc2n(c1=O)CCS2)c1ccccc1	0.1	0.2	-19	0.5	43	-9	4	4	-14
O=C1CC(Sc2nnnn2-c2ccccc2)C(=O)N1c1cccc(Cl)c1 (configuration not stated)	-1.0	-8.3	-13	0.1	110*	3	47	-1	-25
CC(CCc1ccccc1)NC(=O)c1ccc(Br)o1 (configuration not stated)	-1.2	-1.7	-21	-0.8	-7	-28	-1	20	-25
Cn1cc(SCC(=O)O)c2ccccc21	0.3	0.0	-11	1.3	15	-14	0	-4	-11
CC(CCc1ccccc1)NC(=O)COC(=O)c1cccs1 (configuration not stated)	-3.0	-0.6	-15	-0.2	13	-7	3	-8	-8
CC12CCC(C/C1=N\N=C1\NC(=O)/C(=C\c3cccc(Br)c3)S1)C2(C)C (configuration not stated)	-0.1	1.2	2	0.6	59	6	4	5	-20
Nc1nc(CSc2ncn(-c3ccccc3)n2)cs1	0.2	-0.7	-31	0.9	22	-37	-3	1	-18
Cc1cccc(-n2c(N)cc(=O)nc2SCC(=O)Nc2nnc(C)s2)c1	-0.8	0.6	7	1.0	14	-9	0	26	-5

Complete entries, looked up by structure. Screens in order: zfTRPN1 agonist, TNF death inh, EBV gp42 block, TRPML3 ag, CHOP inhibitor, MDM2 E3 inh, Runt-SMMHC FRET, PPC-1+TRAIL kill, p47phox inh
Nc1nc(CSc2ncn(-c3ccccc3)n2)cs1 is listed with 0.2, -0.7, -31, 0.9, 22, -37, -3, 1, -18
CCS(=O)(=O)N1CCC(C(=O)Nc2cccc(C(C)=O)c2)CC1 is listed with 2.5, -0.2, -5, -0.3, 73*, 14, 2, 31, -4

(cont.)
SMILES	zfTRPN1 agonist	TNF death inh	EBV gp42 block	TRPML3 ag	CHOP inhibitor	MDM2 E3 inh	Runt-SMMHC FRET	PPC-1+TRAIL kill	p47phox inh
CCOC(=O)CN1C(=O)Nc2ccc(Br)cc2C1c1ccccc1 (configuration not stated)	0.6	-1.6	-21	-1.7	28	3	-1	25	-4
CCCC(=O)Nc1sc(C)c(C)c1C(=O)Nc1cccc(C)c1	-1.4	-0.5	-14	-0.3	50	-5	2	7	-4
CN(C)/C=C/c1[nH]c(=O)[nH]c(=O)c1[N+](=O)[O-]	1.6	4.2	-13	0.4	11	-62	-6	3	-15
Cc1cc(F)ccc1S(=O)(=O)Nc1ccccc1C(=O)Nc1ccc2[nH]c(=O)[nH]c2c1	-0.4	1.4	-19	0.3	11	-11	0	8	-18
O=C(Nc1ccccc1)Nc1nnc(-c2ccccc2)o1	-0.1	-2.3	-18	0.0	16	-3	-10	20	-9
CN1c2ccccc2Oc2nnc(Cl)cc21	-1.3	0.8	-9	-0.2	27	-12	8	18	-9
Fc1ccc(-c2cc(C(F)(F)F)nc(N3CCCCC3)n2)cc1	1.4	-0.2	-1	0.3	-5	-3	-7	18	5
CCc1nc2ccccc2n1CC(C)C(=O)O (configuration not stated)	-0.8	1.3	-24	1.0	2	-7	4	-8	1
Cc1cccc(C)c1NC(=O)COc1ccccc1C(=O)Nc1ccc(Br)cn1	0.8	1.8	-3	0.4	106*	-4	0	12	-9
COc1cc(NC(=O)c2cc(-c3ccco3)on2)c(OC)cc1Cl	0.5	0.2	-26	0.2	17	-6	-5	4	-54
CCOc1ccc(CCNC(=O)c2cc3sc(Cl)cc3n2C)cc1OCC	-0.3	4.3	5	-0.3	-24	-9	-1	40	-6
NC(=O)Cc1cn(-c2ncc(C(F)(F)F)cc2Cl)c2ccccc12	0.3	0.1	-10	0.5	8	-5	0	-5	-5
CCOc1ccc(N(CC(=O)N2CCCC2)S(=O)(=O)c2c(C)noc2C)cc1	0.1	0.6	-4	-0.3	13	-15	-3	5	-7
Cc1cnccc1CN(C)Cc1cn(C)nc1-c1ccc(Oc2ccccc2)cc1	-1.3	-1.8	-2	-0.5	20	-4	2	2	-1
CCCNC(=O)c1ccc(Cl)c(Cl)c1	1.1	-1.0	7	0.1	-1	-23	2	2	-8
COCCn1c(SCC(=O)NCC2CCCO2)nc2c(c1=O)SC(C)C2 (configuration not stated)	0.3	2.5	-3	-0.2	9	-10	2	-5	-3
Cc1ccccc1OCCC(=O)Nc1ccc(F)c(Cl)c1	1.6	3.1	-9	0.5	69	-7	2	-33	-9
C=CCn1c(O)c(C(CC)=NCc2cccnc2)c(=O)[nH]c1=O	0.2	-0.2	-19	0.8	-18	1	1	6	15
COc1cccc(/C=N/Nc2ncccc2[N+](=O)[O-])c1OC	-0.5	-9.5	-2	-0.8	62	-75	-1	24	-6

Quoted from the entries so far, 5 compounds:
SMILES	zfTRPN1 agonist	TNF death inh	EBV gp42 block	TRPML3 ag	CHOP inhibitor	MDM2 E3 inh	Runt-SMMHC FRET	PPC-1+TRAIL kill	p47phox inh
CCCNC(=O)c1ccc(Cl)c(Cl)c1	1.1	-1.0	7	0.1	-1	-23	2	2	-8
COCCn1c(SCC(=O)NCC2CCCO2)nc2c(c1=O)SC(C)C2 (configuration not stated)	0.3	2.5	-3	-0.2	9	-10	2	-5	-3
Cc1ccccc1OCCC(=O)Nc1ccc(F)c(Cl)c1	1.6	3.1	-9	0.5	69	-7	2	-33	-9
C=CCn1c(O)c(C(CC)=NCc2cccnc2)c(=O)[nH]c1=O	0.2	-0.2	-19	0.8	-18	1	1	6	15
COc1cccc(/C=N/Nc2ncccc2[N+](=O)[O-])c1OC	-0.5	-9.5	-2	-0.8	62	-75	-1	24	-6

Compound activity from PubChem BioAssay.
